Screening data: PubChem, National Center for Advancing Translational Sciences (NCATS)
TRHR ag: qHTS for Small Molecule Agonists and Allosteric Enhancers of Human TRH Receptor: Primary Screen for Agonists | hit rate 0.18% among 360,000 | TRHR cells, calcium flux fluo-8, FDSS agonist mode | activation, % at 2 µM | AID 493084, 2011; in the data active = activation above about 30%; note: 0% is about no effect
Target sequence (P34981 whole entry, looked up): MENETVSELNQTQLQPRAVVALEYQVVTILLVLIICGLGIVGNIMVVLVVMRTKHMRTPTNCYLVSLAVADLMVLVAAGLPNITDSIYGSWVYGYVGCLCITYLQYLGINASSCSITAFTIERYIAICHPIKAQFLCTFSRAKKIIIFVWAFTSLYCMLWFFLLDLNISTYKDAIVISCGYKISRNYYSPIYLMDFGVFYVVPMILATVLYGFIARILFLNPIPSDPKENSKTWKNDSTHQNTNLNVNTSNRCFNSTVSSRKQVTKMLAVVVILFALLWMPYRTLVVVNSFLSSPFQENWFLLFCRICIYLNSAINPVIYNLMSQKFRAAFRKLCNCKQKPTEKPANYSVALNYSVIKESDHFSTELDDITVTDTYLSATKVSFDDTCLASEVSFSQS
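Read-out: compound-evoked intracellular calcium rise in TRHR cells, fluo-8 dye, kinetic FDSS fluorescence at 1 s/cycle following a 10-cycle baseline. Cells cultured overnight before dye loading (30 min–1.5 h, RT).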
D2 agonist: HTS Assay for Allosteric Agonists of the Human D2 Dopamine Receptor: Primary Screen for Agonists; D(2) dopamine receptor (Homo sapiens), P14416; hit rate 0.53% among 340,000; activation, % at 2 µM; HEK293 T-REx D2 cells, calcium flux agonist mode; AID 485358, 2010;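 active = activation over 3 SD above normal in the single-dose calcium agonist read, cut at about 30% in these data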; note: 0% is about no effect
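Agonism scored from kinetic calcium signal (1 read/sec, 180 s) following compound pin transfer, after a 10 s baseline. Cells: HEK293 Trex line expressing inducible D2 receptor coupled to calcium, dye-loaded after overnight culture at 30 C.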
TrxR1 substrate: qHTS Assay for Substrates of Mammalian Selenoprotein Thioredoxin Reductase 1 (TrxR1): qHTS; purified TrxR1 substrate turnover, NADPH consumption readout; Potency, µM (titrated, usually from 114 µM), for inactives: top-dose activity change, negative = substrate turnover; hit rate 0.01% among 390,000; note: potency is the fitted concentration of half-maximal effect; % is set by controls: 0 for no effect and ±100 for the full control effect; nearly all actives have a fitted effect of over 50% in size
Target sequence (O89049 whole entry, looked up): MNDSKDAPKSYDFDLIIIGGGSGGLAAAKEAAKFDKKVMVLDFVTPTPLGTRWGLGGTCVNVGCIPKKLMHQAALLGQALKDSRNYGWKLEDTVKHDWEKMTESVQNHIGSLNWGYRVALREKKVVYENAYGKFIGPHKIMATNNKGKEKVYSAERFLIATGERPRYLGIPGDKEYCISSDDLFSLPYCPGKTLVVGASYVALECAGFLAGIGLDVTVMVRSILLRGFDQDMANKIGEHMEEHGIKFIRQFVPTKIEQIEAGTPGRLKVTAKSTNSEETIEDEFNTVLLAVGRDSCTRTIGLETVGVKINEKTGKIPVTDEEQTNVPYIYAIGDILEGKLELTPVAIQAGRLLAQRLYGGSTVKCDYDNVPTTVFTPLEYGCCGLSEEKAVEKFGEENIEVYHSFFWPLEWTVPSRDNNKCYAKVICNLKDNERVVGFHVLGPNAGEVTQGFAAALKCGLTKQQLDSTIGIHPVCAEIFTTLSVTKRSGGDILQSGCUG
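Rat TrxR1, dispensed at 90 nM, was prereduced with 400 uM NADPH (final) for 5 min at ~22 deg C, then incubated with compound 15 min before 400 uM selenite. A first-read NADPH fluorescence drop versus no-compound background flagged substrates.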
USP1 inh: Inhibitors of USP1/UAF1: Primary Screen; Ubiquitin carboxyl-terminal hydrolase 1 (Homo sapiens), O94782; Potency, µM (highest dose often 57.1 µM), without a hit: top-dose activity change, negative = inhibition, actives largely listed as inhibitors; hit rate 0.23% among 390,000; recombinant USP1/UAF1, Ub-Rhodamine cleavage fluorescence; note: potency is the fitted concentration of half-maximal effect; % is set by controls: 0 for no effect and ±100 for the full control effect; nearly all actives have a fitted effect of over 60% in size; inactives centre near -12
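1 nM enzyme complex + cpd, 15 min RT; start with Ub-Rho 150nM final; kinetic fluorescence ex 480/em 540, 6 reads q60 s. Buffer 50mM HEPES pH 7.8, 0.5mM EDTA, 0.1 mg/ml BSA, 1mM TCEP, 0.01% Tween-20.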
Pin1 inhibitor: qHTS Assay to Find Inhibitors of Pin1; Pin1 FP peptide displacement, HiFluor488, 10 min; hit rate 0.009% among 390,000; AID 504891, 2011; Potency, µM (top dose mostly 115 µM), for inactives: at the top dose activity, negative = inhibition, most hits filed as inhibitors; Peptidyl-prolyl cis-trans isomerase NIMA-interacting 1 (Homo sapiens), Q13526; active = well fitted inhibition curve with a large enough effect in the polarisation, with a control signal flat, not every such curve was filed as active; inconclusive = small, poorly fitted or top-dose-only effect, or effect the other way, or a change in a side signal; inactive = no such curve, though single readings can be large or run the other way; the % refers to the polarisation; note: potency is the fitted concentration of half-maximal effect; % is set by controls: 0 for no effect and ±100 for the full control effect
Target sequence (Q13526 whole entry, looked up): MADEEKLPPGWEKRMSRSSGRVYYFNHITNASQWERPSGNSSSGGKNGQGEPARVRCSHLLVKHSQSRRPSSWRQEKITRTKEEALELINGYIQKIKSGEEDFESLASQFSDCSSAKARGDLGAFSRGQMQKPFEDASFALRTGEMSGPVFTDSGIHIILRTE
TRHR PAM: qHTS for Small Molecule Agonists and Allosteric Enhancers of Human TRH Receptor: Primary Screen for Enhancers; Thyrotropin-releasing hormone receptor (Homo sapiens), P34981; TRHR cells, fluo-8 calcium fluorescence, EC20 TRH enhancement; enhancement, % at 2 µM; hit rate 0.66% among 360,000; in the data active = enhancement above about 30%; note: 0% is about no effect
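Enhancer read-out: after compound pinning and an initial kinetic agonist-mode read, an EC20 of TRH (10 nM final) was injected and fluo-8 calcium signal (Ex 480/Em 530) followed at 1 s/cycle for 100 cycles in TRHR-expressing cells.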
IDH1 R132H inh: qHTS for Inhibitors of mutant isocitrate dehydrogenase 1 (IDH1): qHTS | Potency, µM (highest dose often 76.6 µM), inactives show top-dose activity change, negative = inhibition, most hits filed as inhibitors | IDH1-R132H enzyme, NADPH consumption, diaphorase/resazurin fluorescence | AID 602179, 2012 | hit rate 0.093% among 390,000; note: potency is the fitted concentration of half-maximal effect; % is set by controls: 0 for no effect and ±100 for the full control effect; nearly all actives have a fitted effect of over 65% in size
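IDH1-R132H (0.5 ug/mL dispensed) in pH 7.5 Tris buffer was preincubated 30 min with compound, then given a substrate mix of 0.016 mM NADPH and 2 mM alpha-KG for 80 min at room temperature; remaining NADPH was read by diaphorase/resazurin fluorescence.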
rTrxR1 inhibitor: qHTS Assay for Inhibitors of Mammalian Selenoprotein Thioredoxin Reductase 1 (TrxR1): qHTS; Thioredoxin reductase 1, cytoplasmic (Rattus norvegicus), O89049; Potency, µM (top dose mostly 114 µM), without a hit: at the highest dose activity change, negative = inhibition, most hits filed as inhibitors; hit rate 1% among 390,000; recombinant rTrxR1, NADPH fluorescence consumption, selenite substrate; note: potency is the fitted concentration of half-maximal effect; % is set by controls: 0 for no effect and ±100 for the full control effect; nearly all actives have a fitted effect of over 65% in size
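Rat TrxR1 (90 nM in the dispensed reagent) was pre-reduced with 400 uM NADPH for 5 min at room temperature, then incubated with compound for 15 min. After 400 uM selenite was added, NADPH fluorescence (Ex 340/Em 450 nm) was followed for 8 min.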
D2 antagonist: HTS Assay for Allosteric Antagonists of the Human D2 Dopamine Receptor: Primary Screen for Antagonists | inhibition, % at 10 µM | D(2) dopamine receptor (Homo sapiens), P14416 | hit rate 2% among 340,000 | HEK293 TREx D2 cells, calcium flux, dopamine EC80; in the data active = inhibition above about 30%; note: 0% is about no effect
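Calcium flux kinetic readout in an inducible HEK293 TREx D2 line plated overnight at 30 C. After 180 s compound exposure, an EC80 dopamine challenge follows with another 180 s kinetic read to detect antagonism.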
The depositor's hits bear a star; ? = inconclusive; nt = no result given; & = joins results of further samples; [ ] = dose if it differs, or a comment. Unless noted, calls come from the whole dose curve; as a rule, active = well fitted inhibition curve with a large enough effect; inconclusive = small, poorly fitted or top-dose-only effect; inactive = no such curve, though single readings can be large or run the other way. These rows are one share of the data, so the mix of outcomes need not match the whole.

Results follow in this order: TRHR ag | D2 agonist | TrxR1 substrate | USP1 inh | Pin1 inhibitor | TRHR PAM | IDH1 R132H inh | rTrxR1 inhibitor | D2 antagonist
CCOC(=O)c1ccc(Nc2c(OCC)c(=O)c2=O)cc1
  0.1 | -1.2 | -4%[57.1 µM] | -9% | 5% | -1 | 1% | -8%[57.1 µM] | -14
Cc1ccc(-c2nc3ccccn3c2Nc2ccccc2)o1
  0.3 | -0.2 | 34%[activator][57.1 µM] | -20% | 1% | 1 | -5% | 58% | 2
O=C(CN1C(=O)C2(SCC(=O)N2c2cccc(F)c2)c2ccccc21)NCCc1ccccc1 (stereo unspecified)
  -1.5 | 1.6 | 4% | -15% | 1% | 6 | -4% | 12% | nt
CCN(CC)S(=O)(=O)c1ccc(N2CCCC2)c(NC(=O)c2ccc(OC)cc2OC)c1
  -0.3 | 0.6 | 10% | -27% | 18% | 19 | 0% | 28% | -5
CCOC(=O)N1CCN(C(=O)CCc2nc3sc4c(c3c(=O)[nH]2)CCCC4)CC1
  -1.4 | -0.3 | -5% | -3% | 5% | -1 | 6% | 13% | 8
COc1ccc(CCNC(=O)C(=O)NCCC2CCCCN2S(=O)(=O)c2ccccc2)cc1 (stereo unspecified)
  -0.1 | 0.5 | 0% | -17% | 10% | -14 | 9% | 17% | -10
CCN1CCN(c2nc3sc4c(c3c3ncnn23)CC(C)CC4)CC1 (stereo unspecified)
  -0.3 | 1.4 | 8%[57.1 µM] | -14% | -2% | 1 | 3% | 15%[57.1 µM] | 2
O=C(NCc1ccccc1)c1ccc2c(c1)N(Cc1ccccc1)C(=O)c1ccccc1S2(=O)=O
  0.8 | 1.4 | -4% | -20% | 10% | 1 | nt | 21% | nt
CCC(C(=O)NCc1ccco1)N(C(=O)CNS(=O)(=O)c1ccccc1)C1CCCCC1 (stereo unspecified)
  -0.7 | -1.2 | 8%[57.1 µM] | -17% | -3% | -8 | 1% | -31% | 11
Cc1cc(-c2ccc(C)c(S(=O)(=O)N3CCCC(C)C3)c2)on1 (stereo unspecified)
  0.2 | 0.6 | 2%[57.1 µM] | -14% | -6% | -3 | 11% | 23%[57.1 µM] | nt
O=C(NC(Cc1c[nH]c2ccccc12)C(=O)N/N=C/c1cccc2ccccc12)c1cccs1 (stereo unspecified)
  0.4 | 0.2 | -2% | -13% | 6% | 2 | -1% | 5% | 0
COCCN(C(=O)COC(=O)CC1CCCCC1)c1c(N)n(Cc2ccccc2)c(=O)[nH]c1=O
  0.4 | -0.9 | 4% | -20% | -7% | 8 | 9% | 31% | 0
CCN(CC(=O)Nc1c(F)cccc1F)C(=O)c1cc([N+](=O)[O-])ccc1N1CCOCC1
  0.0 | 0.1 | -3% | ? | 1% | 4 | 4% | 8% | -5
CNC(=O)c1ccc(NC(=O)CC23CC4CC(CC(C4)C2)C3)cc1
  -0.2 | -0.3 | -4% | -4% | -13% | 10 | 2% | 7% | -19
O=C(NNC(=O)C1CCCO1)c1ccccc1Cl (stereo unspecified)
  1.2 | 1.0 | 8%[57.1 µM] | 3% | -1% | 7 | 0% | 1% | -6
CC(=O)N(c1ccc(Br)cc1)C1C=CS(=O)(=O)C1 (stereo unspecified)
  0.5 | -0.5 | -6% | -2% | -22% | 4 | -7% | 7% | 22
COCCNC(=O)c1c(CSc2ccc(Cl)cc2)noc1C(=O)NCc1ccccc1
  nt | nt | -5% | -14% | 9% | nt | 0% | 17% | nt
Cc1ccc(Cc2cnc(NC(=O)c3ccco3)s2)cc1
  1.5 | -0.2 | 1% | -1% | -4% | 11 | 4% | 8% | 1
Cc1nc2nncn2c(Nc2ccccc2)c1C
  0.6 | 1.1 | -5% | -14% | 0% | 0 | 13% | 0% | nt
NC(=O)N1CCN(C(=O)c2ccco2)CC1
  1.0 | 1.2 | 1% | -2% | -1% | -1 | 0% | 11% | 30
Cc1ccc(NS(=O)(=O)c2cc(C(=O)N3CCOCC3)ccc2C)cc1C
  -0.3 | -0.2 | 7%[57.1 µM] | -2% | -14% | -3 | 12% | 16%[57.1 µM] | 4
O=C(CN1CCC(NC(=O)c2ccco2)CC1)Nc1ccccc1[N+](=O)[O-]
  -0.1 | 0.7 | nt | nt | nt | 4 | nt | nt | 15
CCCc1cc(=O)oc2c3c(c(Cl)cc12)OCN(CCCO)C3
  -0.2 | -0.5 | nt | nt | nt | 6 | nt | nt | -16
Cc1cc(C)c2c(CN3CCN(CCO)CC3)cc(=O)oc2c1
  -1.7 | 0.2 | 1% | -12% | 0% | 0 | 1% | 2% | 4
COCCN1C(=O)/C(=C2/C(=O)N(CC(=O)Nc3ccccc3Cl)c3ccccc32)SC1=S
  0.6 | 1.3 | 0% | -8% | -11% | -5 | 2% | 10% | -3
COc1ccc(CC(=O)N(C)Cc2ccc(C(C)(C)C)cc2)cc1S(=O)(=O)N1CCOCC1
  1.0 | 0.2 | -6% | -7% | -8% | 2 | 8% | -10% | 13
Cc1ccc(N/C=C/C(=O)c2ccccc2)cc1C
  -0.4 | -1.2 | -10% | -27% | 33%[activator] | -6 | -1% | -17% | -13
COc1ccc(OC2CCN(S(=O)(=O)c3cccc(F)c3)CC2)cc1
  2.7&4.2 | 0.6 | -2%&-10% | -12%&-18% | 2%&4% | -7&-10 | 8%&23% | 19%&-5% | -19
O=C(CSc1nnc(-c2ccccc2F)o1)Nc1ccc(N2CCOCC2)cc1
  0.0 | 0.5 | 3% | -15% | 3% | -2 | 1% | 15% | 18
COc1ccccc1OC1OC2COC(c3ccco3)OC2C(O)C1NC(C)=O (stereo unspecified)
  0.4 | 1.3 | -4% | -16% | -3% | 7 | 3% | -7% | -11

More compounds follow:
Results follow in this order: TRHR ag | D2 agonist | TrxR1 substrate | USP1 inh | Pin1 inhibitor | TRHR PAM | IDH1 R132H inh | rTrxR1 inhibitor | D2 antagonist
CCc1ccc2nc(SCC(=O)N3CCCCC3)c(C#N)cc2c1
  nt | nt | -12% | -18% | 11% | nt | 9% | -14% | nt
COc1ccc(S(=O)(=O)Nc2nncs2)cc1
  0.0 | 0.1 | 11%[57.1 µM] | -11% | -4% | 0 | -4% | 18%[57.1 µM] | 19
Cc1ccc(C)c(NC(=O)CN2CCN(C3CCCCC3)C(=O)C2=O)c1
  -0.2 | 1.0 | 1%[57.1 µM] | -26% | -5% | -1 | 21% | 9%[57.1 µM] | nt
Cc1cc(C)n(CC(=O)NC2CCCN(Cc3ccc(Cl)cc3)C2)n1 (stereo unspecified)
  -0.1 | 0.5 | 8% | -8% | -5% | -1 | 1% | 5% | -6
COc1ccc2[nH]cc(CCNC(=O)CC[C@H]3O[C@@H](n4cc(C)c(=O)[nH]c4=O)C[C@@H]3O)c2c1
  nt | nt | -2% | -24% | -10% | nt | -15% | 12% | nt
N#C/C(=C\c1ccncc1)c1nc2c(s1)CCCC2
  2.3 | 2.0 | 34%[activator] | 1% | 21% | -4 | 5% | -12% | 4
COC(=O)c1ccc(COc2ccc(/C=N/NC(=O)C(=O)Nc3ccc(OC)cc3)cc2OC)o1
  0.2 | 1.1 | 4%[57.1 µM] | -1% | -11% | -8 | 2% | 13% | 6
CC(C)(C)NC(=O)COC(=O)c1ccccc1OCC(=O)Nc1ccc(Br)cc1
  -0.5 | 2.0 | 1%[57.1 µM] | -8% | 0% | -18 | 14% | 10%[57.1 µM] | -13
COC(=O)c1ccsc1NC(=O)C1=COCCO1
  -0.3 | -0.6 | -1% | ? | 0% | -1 | 4% | 12% | 13
O=C(O)c1ccc(NC(=O)C2CC=CCC2C(=O)O)cc1 (stereo unspecified)
  0.8 | 0.5 | 8%[57.1 µM] | -18% | -2% | 0 | -1% | 13%[57.1 µM] | -1
COc1cc(C(C)=O)ccc1OCC(O)CN1CCN(S(=O)(=O)c2ccccc2)CC1 (stereo unspecified)
  0.1 | 0.1 | 12%[57.1 µM] | -24% | -1% | -5 | 4% | 6%[57.1 µM] | -4
Cc1ccc(S(=O)(=O)N2CCN(C(=O)n3ccnc3)CC2)cc1
  0.7 | 0.5 | 3% | -3% | 1% | 18 | 7% | 12% | -15
c1ccc(CNc2nc(-c3ccccc3)nc3ccccc23)cc1
  0.4 | -0.1 | 4% | ? | -6% | 5 | -6% | 32% | -12
Cn1cc(CNC(=O)C2CCC(=O)N(Cc3ccccc3F)C2)cn1 (stereo unspecified)
  -0.2 | 0.9 | -8% | 2% | -1% | 0 | -2% | -13% | 15
COC(=O)c1ccc(S(=O)(=O)N(CCO)Cc2ccccc2)n1C
  0.3 | -0.3 | -7% | -24% | 8% | 1 | 6% | -7% | -1
